Akt phos inh = inhibitors of Akt phosphorylation. Neuro2A IGF-stimulated pAkt S473 HTRF, 20 min; hits give low values. activity change, % for hits at 50 µM. hit rate 0.32% among 360,000. AID 651550; in the data active = activity change below about -80%; inconclusive = mostly about -51% to -80%; note: % is set by controls: 0 for no effect and ±100 for the full control effect
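Single-point screen (50 µM final compound) in Neuro2A cells stimulated 20 min with 6 nM IGF at 37 deg C. After lysis, Ser473-phosphorylated Akt read by HTRF (ex 330 nm, em 615/665 nm) as the 665/615 ratio.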
PTHR1 ag = PTHR1 (human) receptor agonism; AID 743266; Potency, µM (titrated, usually from 115 µM), for inactives: at the top dose activation, most hits filed as activators; Q03431; hit rate 0.075% among 410,000; HEK293 GP2 PTHR1 cells, GloSensor cAMP luminescence, 1 h; note: potency is the fitted concentration of half-maximal effect; nearly all actives have a fitted effect of over 55% in size; some results filed as inactive show a strong effect at the top dose; inactives centre near -15; many of its hits are not listed in these tables
Target sequence (Q03431 whole entry, looked up): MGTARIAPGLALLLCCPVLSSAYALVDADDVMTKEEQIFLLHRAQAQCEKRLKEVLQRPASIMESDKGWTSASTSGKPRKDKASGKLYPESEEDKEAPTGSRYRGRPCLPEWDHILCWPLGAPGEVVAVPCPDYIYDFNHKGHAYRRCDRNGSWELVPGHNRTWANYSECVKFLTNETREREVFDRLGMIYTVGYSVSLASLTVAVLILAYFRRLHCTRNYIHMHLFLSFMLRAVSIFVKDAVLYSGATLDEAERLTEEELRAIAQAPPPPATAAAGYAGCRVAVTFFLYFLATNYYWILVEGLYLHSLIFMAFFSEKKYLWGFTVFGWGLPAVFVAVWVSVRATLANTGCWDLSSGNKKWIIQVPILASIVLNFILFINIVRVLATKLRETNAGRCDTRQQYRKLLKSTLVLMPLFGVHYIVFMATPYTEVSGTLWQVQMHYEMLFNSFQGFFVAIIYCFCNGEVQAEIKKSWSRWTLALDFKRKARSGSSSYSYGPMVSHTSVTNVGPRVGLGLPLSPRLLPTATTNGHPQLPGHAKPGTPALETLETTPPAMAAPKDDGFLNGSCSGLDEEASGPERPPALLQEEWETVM
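HEK-293-derived GP2 cells expressing PTHR1 and a GloSensor cAMP reporter, 3,000/well, plated overnight, given luciferin plus IBMX (each 0.5 mM as added) for 1 h at 37 °C, then compound for 1 h at 37 °C. Luminescence was read after 15 min at room temperature.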
CCT chaperon mod = cytosolic chaperonin activity modulation; purified chaperonin ATPase assay, HTRF ADP detection, 30 min; activity change, % (test concentration not listed), hits read low; hit rate 0.3% among 360,000; AID 651819; in the data active = activity change below about -30%; note: % is set by controls: 0 for no effect and ±100 for the full control effect
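Nucleotide hydrolysis assay: TRiC at 20–40 nM final (set by batch activity) with 10 uM ATP, 30 min at 37 °C, in presence of 76 uM compound. Detection by competitive ADP HTRF, 30 min ambient.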
MmCpn inh = inhibitors of Methanococcus maripaludis chaperonin (MmCpn); purified Mm-Cpn ATPase, ADP Transcreener TR-FRET; Potency, µM (doses to about 76.9 µM), for inactives: at the highest dose activity, negative = inhibition, actives largely listed as inhibitors; hit rate 0.031% among 330,000; note: potency is the fitted concentration of half-maximal effect; % is set by controls: 0 for no effect and ±100 for the full control effect; nearly all actives have a fitted effect of over 80% in size
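Compound-treated chaperonin, 25 nM final, turns over 10 uM ATP at 37°C for 30 min following a 10 min preincubation; ADP generated competes with ADP-d2 for Eu-cryptate antibody, lowering FRET.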
EPAC2 agonist = agonists of human EPAC2 (RAPGEF4) | hit rate 0.079% among 360,000 | EPAC2 activation, biochemical qHTS; response scale: 100% = 6.5 mM cAMP response | Potency, µM (highest dose often 154 µM), for inactives: top-dose activation, most hits filed as activators | Q8WZA2; note: potency is the fitted concentration of half-maximal effect; nearly all actives have a fitted effect of over 50% in size
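Compounds were added across a concentration range to EPAC2 (100 nM), RAP1B-BODIPY-GDP (250 nM) and GDP (50 uM). After 5 min at room temperature, fluorescence was recorded at 5-min intervals for 30 min.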
D3 antag = blocks the human D3 dopamine receptor | P35462 | D3R cells, DiscoveRx beta-arrestin luminescence, antagonist mode; hits give low values | max response, negative = inhibition, % | hit rate 2.5% among 360,000 | AID 652054; in the data active = max response below about -50%; inconclusive = no clear call, values can overlap the other calls; note: % is set by controls: 0 for no effect and ±100 for the full control effect; mostly tested at two doses, the higher about 12 µM
Target sequence (P35462 whole entry, looked up): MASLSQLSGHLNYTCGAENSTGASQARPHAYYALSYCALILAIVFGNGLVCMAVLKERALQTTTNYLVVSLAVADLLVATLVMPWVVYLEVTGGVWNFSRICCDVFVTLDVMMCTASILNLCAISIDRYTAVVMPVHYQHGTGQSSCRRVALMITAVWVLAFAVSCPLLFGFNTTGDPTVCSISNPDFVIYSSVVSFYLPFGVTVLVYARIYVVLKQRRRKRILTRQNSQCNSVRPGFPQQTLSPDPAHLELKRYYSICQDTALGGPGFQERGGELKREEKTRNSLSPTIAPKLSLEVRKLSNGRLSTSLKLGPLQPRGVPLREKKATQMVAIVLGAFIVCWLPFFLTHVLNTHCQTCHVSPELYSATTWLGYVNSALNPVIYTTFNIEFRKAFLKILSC
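Cells plated overnight at 1500 cells/well, then exposed to library compounds with dopamine controls for 90 minutes at 37 degrees C. DiscoveRx reagent added for 30–60 minutes at room temperature; luminescence read, quantitative HTS format.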
DRD3 agonist = agonists of human D3 dopamine receptor. D3R DiscoveRx beta-arrestin cells, luminescence, 90 min. max activation, %. hit rate 0.58% among 410,000; in the data active = max activation above about 30%; note: 0% is about no effect; mostly tested at two doses, the higher about 12 µM
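Agonist-mode cell screen: cells plated at 1500/well and incubated overnight at 37 °C, then exposed to library compounds for 90 min at 37 °C. Detection reagent was added for 30–60 min at room temperature, and luminescence was read.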
EPAC2 antagonist = antagonists of human EPAC2. Potency, µM (titrated, usually from 114 µM), for inactives: top-dose activity, negative = inhibition, most hits filed as inhibitors. Q8WZA2. EPAC2 GEF exchange of Rap1B-BODIPY-GDP, fluorescence. AID 720708. hit rate 0.18% among 360,000; note: potency is the fitted concentration of half-maximal effect; % is set by controls: 0 for no effect and ±100 for the full control effect; nearly all actives have a fitted effect of over 45% in size; many of its hits are not listed in these tables
The depositor's hits bear a star; i = inactive; ? = inconclusive; nt = not tested or not shown; [ ] = dose if it differs, or a comment. Unless noted, calls come from the whole dose curve; as a rule, active = well fitted curve in the direction sought with a large enough effect; inconclusive = small, poorly fitted or top-dose-only effect, or another doubt; inactive = no such curve, though single readings can be large; an effect the other way counts as inactive or inconclusive.

Compound,Akt phos inh,PTHR1 ag,CCT chaperon mod,MmCpn inh,EPAC2 agonist,D3 antag,DRD3 agonist,EPAC2 antagonist
Cc1cc(C(=O)COc2cccc(-n3cnnn3)c2)c(C)n1-c1ccccc1,i,-17%[57.5 µM],0.2,-14%,13%,0,5,-2%
O=C(NC1CCSc2ccccc21)c1ccccc1F (centres undefined),i,-63%,1.0,0%,3%,-12,7,-4%
O=C(c1cc(-c2ccc(O)cc2)on1)N1CCCC1,i,-15%,0.8,-1%,9%,-9,1,2%
O=S(=O)(Nc1ccc(-c2ccc3nncn3n2)cc1)c1cccs1,i,-15%,-1.7,0%,5%,-13,11,-3%
COC(=O)CCCC1=CC2=CC(=O)C(C)(OC(=O)c3cccs3)C(=O)C2=CN1CCN1CCOCC1 (centres undefined),i,i,-1.3,0%,8%,?,-1,3%
NC(=O)c1ccc(NC(=O)CN2C(=O)NC(c3ccccc3)(c3ccccc3)C2=O)cc1,i,i,-0.9,0%,8%,10,0,-10%
Cc1nn(CC#N)c(=O)n1N(C)c1ncc(C(F)(F)F)cc1Cl,i,i,2.0,-3%,3%,12,3,8%
CCOC(=O)C1CCN(C(=O)c2[nH]c3ccc(OC)cc3c2C)CC1,i,i,1.4,?,-3%,3,12,2%
Clc1ccccc1-c1nnc(-c2cccs2)o1,i,-6%,-5.8,-4%,4%,-9,-6,-14%
O=C(COc1ccc(Cl)c(Cl)c1)NC1CCS(=O)(=O)C1 (centres undefined),i,i,0.1,0%,4%,7,-7,2%
CCN(CC)S(=O)(=O)c1ccc(NC2=NS(=O)(=O)c3ccccc32)cc1,i,-11%[57.5 µM],-1.6,-6%,3%,6,4,3%
Nc1nc(C2C(=O)CCCC2=O)cs1,i,i,-0.8,-5%,-2%,7,6,6%
CCOC(=O)C1CCN(C(=O)c2ccc(CNS(=O)(=O)c3ccc(OC)cc3)cc2)CC1,i,4%,-3.3,4%,2%,2,2,11%
CNS(=O)(=O)c1ccc(C(=O)NCC(=O)NCCC(c2ccccc2)c2ccccc2)cc1,i,-18%,0.9,-1%,-4%,-12,-18,?
OC[C@@H]1CN(Cc2cccs2)C[C@H](n2cnc3c(N4CCN(c5ccccc5)CC4)ncnc32)O1,i,i,0.2,nt,14%,0,4,-3%
COc1ccc(/C=N/OCC(=O)NCC(C)C)c(OC)c1,i,-11%,-2.4,2%,5%,0,-6,5%
N=c1c2c(-c3ccccc3)c(-c3ccccc3)n(Cc3ccco3)c2ncn1CCN1CCOCC1,i,-28%,1.6,-2%,5%,-4,7,7%
C/C(=N\NC(=O)c1nn(C)cc1Br)c1cccc(NC(=O)c2ccncc2)c1,i,i,-2.3,-1%,14%,11,3,2%
O=S(=O)(c1ccc(Oc2ccc(Cl)cc2)nc1)N1CCOCC1,i,-48%[inhibitor],1.6,1%,3%,1,-14,-27%
Cn1c(=O)c(=O)n(C)c2cc(S(=O)(=O)NCCc3ccccc3)ccc21,i,i,-5.2,-4%,-4%,5,11,9%[57.1 µM]
COc1ccc(C(C(=O)NC(C)(C)C)n2c(-c3ccc(=O)[nH]c3)nc3ccccc32)cc1 (centres undefined),i,-36%[inhibitor],nt,nt,11%,-29,-10,0%
Cc1ccc(S(=O)(=O)N/N=C2/CC(c3ccccc3)Oc3ccccc32)cc1 (centres undefined),i,21%,-1.5,-1%,17%,0,-1,-9%
C=CCC(O)(CC=C)CNC(=O)c1ccc(OC)c(OC2CCN(C(C)=O)CC2)c1,i,-5%,1.2,-1%,2%,-15,-4,8%
CCOCCCNc1ncnc2c1nc1n2CCCC1,i,i,-0.3,-14%,4%,-20,-4,1%
COc1ccc2[nH]c(=O)cc(C(=O)O)c2c1,i,-18%,-0.3,-4%,10%,2,-1,-2%
CC(=O)N(C)c1ccc(NC(=O)Nc2ccccc2C)cc1,i,i,2.3,0%,-3%,6,-7,-11%
Cc1cc(NC(=O)CSc2nnc(-c3ccccc3)n2Cc2ccco2)no1,i,-5%[57.5 µM],1.5,2%,-2%,7,7,0%
O=C(CSc1nnc(-c2ccc([N+](=O)[O-])cc2)o1)Nc1ccccn1,i,-15%,0.9,1%,0%,8,8,-1%
COc1ccc(/C=C(/NC(=O)c2ccccc2Cl)C(=O)O)cc1,i,-23%,-1.1,2%,10%,-7,-5,3%
CCC(C)NC(=O)c1ccc(NS(=O)(=O)c2ccc3[nH]c(=O)[nH]c3c2)cc1 (centres undefined),i,i,1.4,2%,19%,21,6,4%

Next section; it opens with the 4 that closed the last part.
Compound,Akt phos inh,PTHR1 ag,CCT chaperon mod,MmCpn inh,EPAC2 agonist,D3 antag,DRD3 agonist,EPAC2 antagonist
Cc1cc(NC(=O)CSc2nnc(-c3ccccc3)n2Cc2ccco2)no1,i,-5%[57.5 µM],1.5,2%,-2%,7,7,0%
O=C(CSc1nnc(-c2ccc([N+](=O)[O-])cc2)o1)Nc1ccccn1,i,-15%,0.9,1%,0%,8,8,-1%
COc1ccc(/C=C(/NC(=O)c2ccccc2Cl)C(=O)O)cc1,i,-23%,-1.1,2%,10%,-7,-5,3%
CCC(C)NC(=O)c1ccc(NS(=O)(=O)c2ccc3[nH]c(=O)[nH]c3c2)cc1 (centres undefined),i,i,1.4,2%,19%,21,6,4%
CN1c2ccc(C=O)c3c(C=O)ccc(c23)N(C)C1(C)C,i,-17%,0.5,-17%,22%,?,-3,-2%
O=C(COC(=O)C(Cc1ccccc1)NC(=O)c1ccccc1)c1ccccc1 (centres undefined),i,i,-5.9,-1%,15%,-16,-4,1%
CC(C)(C)C(=O)Nc1ccc(N2CCN(c3ccc(C(F)(F)F)cn3)CC2)nc1,i,-19%,-2.7,-1%,9%,12,6,2%
Fc1ccc(-[n+]2nc(Nc3ccccc3)sc2-c2ccc(OCc3ccccc3)cc2)cc1,i,-27%,-2.1,?,9%,-12,-34,5%
O=C1C=C(c2cccc3c2sc2ccccc23)C[C@@H](c2ccc(F)cc2)C1,i,-24%,-2.2,0%,12%,-19,-9,11%
COC(CNC(=O)c1c[nH]c2ccc(S(=O)(=O)N(C)c3ccc(F)cc3)cc2c1=O)OC,i,i,-1.6,-1%,3%,-2,-2,8%
O=C(Nc1ccc2c(c1)OCCO2)C1CC1c1ccccc1 (centres undefined),i,-5%,-4.6,-1%,8%,0,1,-8%
O=c1oc2ccccc2c(Nc2ccccc2)c1[N+](=O)[O-],i,-13%[57.5 µM],-1.9,0%,6%,16,-5,5%
O=C(/C=C/c1ccc(O)c(O)c1)c1ccccc1O,i,-12%,-2.1,-23%,-7%,-25,6,0%
O=C(NCc1cccs1)c1csc([C@H]2C[C@H](O)[C@@H](CO)O2)n1,i,-13%,-1.9,nt,18%,-5,-5,6%
COc1ccc(-c2sc3ccc(N4CCOCC4)cc3c2-c2ccc(OC)c(F)c2)cc1,i,-15%,1.1,-5%,8%,1,0,3%
CC1=[N+](C)c2c(ccc3cccnc23)C1(C)C,i,-11%,-7.7,0%,?,?,-2,-11%
COc1ccc(S(=O)(=O)N[C@H]2CC[C@H](CCNC(=O)c3ccccc3F)O[C@@H]2CO)cc1,i,i,nt,nt,9%,9,1,13%
COc1cc(C(=O)NC2CCN(Cc3nnnn3Cc3cccs3)CC2)cc(OC)c1OC,i,-12%[57.5 µM],0.1,0%,2%,13,6,-2%
Cc1ccn2c(=O)c(NC(=O)c3cccs3)c(C)nc2c1,i,?,0.8,0%,3%,-14,-13,-13%

Quoted at random: three records from the list.
Compound,Akt phos inh,PTHR1 ag,CCT chaperon mod,MmCpn inh,EPAC2 agonist,D3 antag,DRD3 agonist,EPAC2 antagonist
CN1c2ccc(C=O)c3c(C=O)ccc(c23)N(C)C1(C)C,i,-17%,0.5,-17%,22%,?,-3,-2%
CC(C)(C)C(=O)Nc1ccc(N2CCN(c3ccc(C(F)(F)F)cn3)CC2)nc1,i,-19%,-2.7,-1%,9%,12,6,2%
COc1ccc(-c2sc3ccc(N4CCOCC4)cc3c2-c2ccc(OC)c(F)c2)cc1,i,-15%,1.1,-5%,8%,1,0,3%

More structures follow:
Compound,Akt phos inh,PTHR1 ag,CCT chaperon mod,MmCpn inh,EPAC2 agonist,D3 antag,DRD3 agonist,EPAC2 antagonist
N/C(=N\S(=O)(=O)c1cc(C(F)(F)F)cc(C(F)(F)F)c1)c1ccc(Cl)cc1,i,-83%[inhibitor],0.9,4%,-14%,-9,-5,?
CCCCOc1ccc(C(=O)NCC(=O)NCCCn2nc(C)cc2C)cc1,i,-15%,-1.0,-1%,-2%,-12,2,-3%
O=C(CCCC(=O)OCC(Cl)=C(Cl)Cl)Nc1ccccc1,i,-5%,-0.5,2%,16%,0,-7,0%
Cc1cccc(C)c1NC(=O)CSc1nc(COc2ccccc2)nc2ccccc12,nt,i,-1.6,0%,-7%,?,8,5%
C/C=C/Cn1c(Br)nc2c1c(=O)[nH]c(=O)n2C,i,-8%[57.5 µM],-0.6,0%,6%,-6,1,11%
COc1ccc(S(=O)(=O)N2CCOCC2)cc1NC(=O)c1ccncc1,i,i,-2.5,-3%,-2%,15,1,-10%
C=CCn1cnnc1SCC(=O)N(C)CC1COc2ccccc2O1 (centres undefined),i,i,-0.6,0%,1%,12,-5,7%
CCC(=O)N(Cc1cc2ccccc2[nH]c1=O)c1ccc(OC)cc1,i,i,-3.1,1%,10%,3,25,1%
Cc1nnsc1C(=O)N1CCC(CO)(Cc2ccccc2Cl)CC1,i,-13%,-0.7,1%,-1%,-8,-12,-8%
O=C(Nc1ccncc1)c1ccc(-c2ccccc2)cc1,i,-83%[inhibitor],-4.8,2%,15%,12,1,-4%
O=C(O)c1cccc(-c2ccc(/C=N/NC(=O)C3COc4ccccc4O3)o2)c1 (centres undefined),i,-47%[inhibitor],-1.1,-4%,0%,-7,-11,-3%
CN1c2ccsc2/C(=N/NC(=O)c2c(F)cccc2F)CS1(=O)=O,i,-13%[57.5 µM],-0.5,-2%,5%,-25,-9,-3%
COCc1ccc(CN2CCC(N3CCC(C(=O)N4CCCC4)CC3)CC2)o1,i,i,-0.9,2%,0%,6,4,0%

Compound activity as filed in PubChem BioAssay.

This is a subset; count on the stated rates, not on these rows.
